TCR activator – Activators of T cell receptors: qHTS campaign; primary human leukocytes, anti-CD3, IL-2 HTRF, 48 h; Potency, µM (highest dose often 9.22 µM), inactives show top-dose activation of IL-2 secretion, usual class: activators; 330,000 tested, under 10 active; note: % of control where 0% means no effect
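IL-2 release read by HTRF sandwich (Eu cryptate donor, d2 acceptor, 665 nm emission) after 48 hr exposure of primary human leukocytes to compound together with anti-CD3 beads in the absence of co-stimulatory signals.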
BRCA1 expr up – qHTS Assay to Identify Small Molecule Activators of BRCA1 Expression; MCF7-BRCA1-FFLuc reporter, luminescence, 48 h; response scale: scaled: vehicle 0%, 10 µM genistein 100%; Potency, µM (top dose mostly 46.1 µM), inactives show at the top dose activation, most hits filed as activators; actives 1.1% (n = 380,000); AID 624202, 2012; note: potency is the fitted concentration of half-maximal effect; nearly all actives have a fitted effect of over 80% in size; some results filed as inactive show a strong effect at the top dose
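Compounds are tested at multiple concentrations on MCF7 BRCA1-luciferase reporter cells seeded at 2000 per well; after 48 h, a single luminescence end-point is taken and curves fitted to the normalized data.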
B2AR arrestin – qHTS assay of beta-arrestin-biased ligands of beta2-adrenergic receptor | Beta-2 adrenergic receptor (Homo sapiens), P07550 | beta-arrestin recruitment to beta2AR, cell-based reporter | Potency, µM (titrated, usually from 46.1 µM), for inactives: at the highest dose activation, actives largely listed as activators | actives 0.02% (n = 330,000) | AID 492947, 2010;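 note: potency is the fitted concentration of half-maximal effect; 0% = DMSO controls and full agonism = EC100 isoproterenol or metaproterenol; nearly all actives have a fitted effect of over 65% in size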
Target sequence (P07550 whole entry, looked up): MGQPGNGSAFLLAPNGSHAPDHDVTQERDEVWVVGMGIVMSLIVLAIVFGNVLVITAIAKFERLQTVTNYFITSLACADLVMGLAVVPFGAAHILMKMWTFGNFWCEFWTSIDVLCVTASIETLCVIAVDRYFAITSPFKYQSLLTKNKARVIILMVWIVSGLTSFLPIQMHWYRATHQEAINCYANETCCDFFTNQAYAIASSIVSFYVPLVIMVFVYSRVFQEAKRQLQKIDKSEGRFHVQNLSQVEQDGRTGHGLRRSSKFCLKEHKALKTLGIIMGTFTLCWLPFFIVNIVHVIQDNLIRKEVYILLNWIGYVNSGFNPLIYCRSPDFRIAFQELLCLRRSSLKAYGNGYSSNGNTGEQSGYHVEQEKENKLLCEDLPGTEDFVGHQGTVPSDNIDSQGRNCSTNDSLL
CXXC DNA block – qHTS Fluorescence Polarization Assay for Inhibitors of MLL CXXC domain - DNA interaction; actives 0.037% (n = 290,000); Potency, µM (doses to about 115 µM), inactives show at the top dose activity change, negative = inhibition, most hits filed as inhibitors; MLL-CXXC / FITC-HOXA9 DNA fluorescence polarization; active = well fitted inhibition curve with a large enough effect in the polarisation, with a control signal flat, not every such curve was filed as active; inconclusive = small, poorly fitted or top-dose-only effect, or effect the other way, or a change in a side signal; inactive = no such curve, though single readings can be large or run the other way; the % refers to the polarisation; note: potency is the fitted concentration of half-maximal effect
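Fluorescence polarization: 7 uM MLL-CXXC (stock) preincubated 5 min with compounds, then 50 nM fluorescein-HOX-A9 DNA (stock) added; 30 min ambient. Buffer 50 mM Tris-HCl pH 7.5, 50 mM NaCl, 1 mM DTT, 0.05% BSA.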
p53 reactivation – qHTS assay for re-activators of p53 using a Luc reporter; Potency, µM (doses to about 92.2 µM), inactives show at the highest dose activity change, positive = activation, usual class: activators; H1299 p53-A138V BP100-luciferase reporter, luminescence, 24 h; actives 0.063% (n = 320,000); note: potency is the fitted concentration of half-maximal effect; % of control where 0% means no effect; nearly all actives have a fitted effect of over 45% in size
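H1299 (p53-null), stable ts p53-A138V + BP100-Luc; 1000 cells/well, Opti-MEM/10% FBS; cpd 4 pt, 1:5; 24 h, 37 deg C, 5% CO2; detection reagent 10 min RT; luminescence.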
TRPV1 agonist – HTS Assay for Compounds that Act as Agonists of the Vanilloid Receptor 1; actives 0.19% (n = 320,000); Transient receptor potential cation channel subfamily V member 1 (Homo sapiens), Q8NER1; activation, % at 8.33 µM; TRPV1-expressing cells, Fluo-8 calcium influx, agonist mode; in the data active = activation above about 80%; inconclusive = between about 30% and that limit; note: 0% is about no effect
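TRPV1-expressing cells were cultured overnight at 35.5C and loaded with Fluo-8 calcium dye for 40 to 90 min at room temperature. After a 10 s baseline, compound was added and calcium influx was read kinetically for 3 min (ex 480/em 520 nm).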
A-T KAP1 phos – qHTS Assay for Identifying a Potential Treatment of Ataxia-Telangiectasia | […] A-T fibroblasts, KAP-1 phosphorylation AlphaLISA; neocarzinostatin DNA damage 30 min before lysis | actives 0.19% (n = 320,000) | Potency, µM (top dose mostly 57.5 µM), for inactives: at the highest dose activation, hits mostly activators | AID 485349, 2010; note: potency is the fitted concentration of half-maximal effect; % of control where 0% means no effect; nearly all actives have a fitted effect of over 45% in size
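ATM-like activity read as KAP-1 phosphorylation via AlphaLISA donor/acceptor antibody pairs after lysis and 6 hr at 25C. Cells were ATM-null patient fibroblasts ([…], hTERT), dosed 60 min, then exposed to the DSB inducer NCS for 30 min.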
PTAP TSG101 blk – qHTS Assay for Iinhibitors of HIV-1 Budding by Blocking the Interaction of PTAP/TSG101. Tumor susceptibility gene 101 protein (Homo sapiens), Q99816. Fluorescence polarization, FITC-PTAP peptide / Tsg101 binding. Potency, µM (doses to about 115 µM), without a hit: top-dose activity change, negative = inhibition, actives largely listed as inhibitors. 340,000 tested, under 10 active. AID 493005, 2010; active = well fitted inhibition curve with a large enough effect in the main read-out, with a control signal flat, not every such curve was filed as active; inconclusive = small, poorly fitted or top-dose-only effect, or effect the other way, or a change in a side signal; inactive = no such curve, though single readings can be large or run the other way; note: potency is the fitted concentration of half-maximal effect; % of control where 0% means no effect
Target sequence (Q99816 whole entry, looked up): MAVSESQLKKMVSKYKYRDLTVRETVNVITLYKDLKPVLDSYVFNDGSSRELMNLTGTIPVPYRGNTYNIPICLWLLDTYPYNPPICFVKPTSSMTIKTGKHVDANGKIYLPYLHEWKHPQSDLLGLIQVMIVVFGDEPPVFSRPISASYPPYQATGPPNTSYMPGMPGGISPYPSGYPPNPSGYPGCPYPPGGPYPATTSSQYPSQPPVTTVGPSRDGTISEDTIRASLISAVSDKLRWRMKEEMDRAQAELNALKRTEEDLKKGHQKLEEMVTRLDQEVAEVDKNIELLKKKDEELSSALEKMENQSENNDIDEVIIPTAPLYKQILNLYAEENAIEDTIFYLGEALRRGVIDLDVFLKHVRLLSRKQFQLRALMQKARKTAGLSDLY
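Compounds were pin-transferred onto Tsg101 binding domain (10 uM final) in HEPES pH 7.5 buffer, then FITC-PTAP peptide was added at 50 nM final. After 20 min at RT, polarization reported peptide displacement across a qHTS concentration series.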
Integrin act MD – qHTS for Activators of Integrin-Mediated Alleviation for Muscular Dystrophy | alpha7betagal myoblasts, beta-gal FDG fluorescence, 48 h | Potency, µM (doses to about 38.3 µM), for inactives: at the highest dose activation, hits mostly activators | actives 0.064% (n = 350,000);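 note: potency is the fitted concentration of half-maximal effect; 100% = response of the positive control SU9516; nearly all actives have a fitted effect of over 60% in size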
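Alpha7betagal+/- myoblasts (passage 13) were plated 16-24 hr, then exposed to compounds (1:260 dilution of DMSO stock) for 48 hours at 37C. After MPER lysis, β-galactosidase reporter activity was read as FDG fluorescence (ex 480/em 540) after 30 minutes.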
ELG1 repair inh – qHTS screen for small molecules that inhibit ELG1-dependent DNA repair in human embryonic kidney (HEK293T) cells expressing luciferase-tagged ELG1; Potency, µM (doses to about 46.1 µM), inactives show at the top dose activity change, negative = inhibition, usual class: inhibitors; AID 504467, 2011; HEK293T ELG1-luciferase reporter, luminescence, 16 h; DNA damage induced by 5-fluorouridine; actives 2.3% (n = 330,000); note: potency is the fitted concentration of half-maximal effect; % is set by controls: 0 for no effect and ±100 for the full control effect; nearly all actives have a fitted effect of over 55% in size
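5-Fluorouridine DNA damage + compound/DMSO, 2,000 cells/well, 16 h, 37 °C/5% CO2. ONE-Glo, 30 min RT, luminescence. Readout = decrease in reporter signal.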
Starred values were filed as active, the others as inactive; [ ] = another dose, or the depositor's remark. Unless noted, calls come from the whole dose curve; as a rule, active = well fitted curve in the direction sought with a large enough effect; inconclusive = small, poorly fitted or top-dose-only effect, or another doubt; inactive = no such curve, though single readings can be large; an effect the other way counts as inactive or inconclusive. An unsorted share of the library; about 3.8% have a hit in one of these screens.

Results for O=C(CSc1nnc(COc2ccccc2)o1)Nc1ccc(F)cc1 ?
TCR activator: -4.1%; BRCA1 expr up: -7.1%; B2AR arrestin: -0.2%; CXXC DNA block: 6.4%; p53 reactivation: 0.6%; TRPV1 agonist: 1.3; A-T KAP1 phos: 7.5%; PTAP TSG101 blk: 0.2%; Integrin act MD: 18.2%; ELG1 repair inh: 6.6%

Results for C/C(=C\C(=O)N1CCc2ccccc21)C(=O)O ?
TCR activator: -5.8%; BRCA1 expr up: -30.7%; B2AR arrestin: -0.8%; CXXC DNA block: 19.4%; p53 reactivation: 11.2%; TRPV1 agonist: -4.3; A-T KAP1 phos: 1.8%; PTAP TSG101 blk: -2.6%; Integrin act MD: 28.5%; ELG1 repair inh: 2.2%

Results for CCOc1ccccc1N1CCN(C(=S)NCc2ccc(Cl)cc2)CC1 ?
TCR activator: 1.2%; BRCA1 expr up: -12.2%; B2AR arrestin: -0.9%; CXXC DNA block: 7.0%; p53 reactivation: -2.8%; TRPV1 agonist: inconclusive; A-T KAP1 phos: -1.4%; PTAP TSG101 blk: -2.7%; Integrin act MD: -14.1%; ELG1 repair inh: inconclusive

What do the screens show for `Cc1ccc(CNS(=O)(=O)c2ccc3c(c2)n(C)c(=O)c(=O)n3C)cc1`?
TCR activator: -2.7%; BRCA1 expr up: -1.5%; B2AR arrestin: 0.2%; CXXC DNA block: 1.0%; p53 reactivation: -1.8%; TRPV1 agonist: -1.0; A-T KAP1 phos: 1.8%; PTAP TSG101 blk: 0.0%; Integrin act MD: -25.0%; ELG1 repair inh: -0.5%

How did C(=N\Nc1nc(-c2ccccc2)cs1)/c1ccncc1 do in these assays?
TCR activator: -5.3%; BRCA1 expr up: 69.7%; B2AR arrestin: -0.6%; CXXC DNA block: -3.8%; p53 reactivation: 2.8%; TRPV1 agonist: inconclusive; A-T KAP1 phos: 3.2%; PTAP TSG101 blk: -1.9%; Integrin act MD: -49.1%[inhibitor]; ELG1 repair inh: inconclusive

What do the screens show for `CCSCCOC(=O)C1=C(C)NC(=O)NC1c1ccc2c(c1)OCO2` (stereo unspecified)?
TCR activator: 0.8%; BRCA1 expr up: 0.0%; B2AR arrestin: -0.4%; CXXC DNA block: 7.1%; p53 reactivation: 0.6%; TRPV1 agonist: -1.1; A-T KAP1 phos: 17.1%; PTAP TSG101 blk: -6.4%; Integrin act MD: -9.3%; ELG1 repair inh: -6.8%

What do the screens show for `COc1ccccc1-n1c(SCC(=O)N2CCCC2)nc2cccnc21`?
TCR activator: 13.0%; BRCA1 expr up: 0.0%; B2AR arrestin: -0.1%; CXXC DNA block: -4.6%; p53 reactivation: -5.0%; TRPV1 agonist: -9.0; A-T KAP1 phos: 3.8%; PTAP TSG101 blk: -3.3%; Integrin act MD: -5.0%; ELG1 repair inh: 22.6%

How did Cc1ccc(C)c(-c2nnc(NC(=O)Cc3ccccc3)o2)c1 do in these assays?
TCR activator: -3.3%; BRCA1 expr up: 9.4%; B2AR arrestin: 1.0%; CXXC DNA block: 1.1%; p53 reactivation: 6.5%; TRPV1 agonist: -0.5; A-T KAP1 phos: -6.7%; PTAP TSG101 blk: -3.4%; Integrin act MD: 19.5%; ELG1 repair inh: -26.5%

Results for Cc1ccc(CNc2nc3ccccc3n2C)cc1 ?
TCR activator: 2.6%; BRCA1 expr up: inconclusive; B2AR arrestin: 0.4%; CXXC DNA block: 22.4%; TRPV1 agonist: 6.1; A-T KAP1 phos: -7.8%; PTAP TSG101 blk: -0.7%; Integrin act MD: 9.5%; ELG1 repair inh: inconclusive

What do the screens show for `Cc1cc(C)n(C(=O)/C=C/c2cccs2)n1`?
TCR activator: 10.0%; BRCA1 expr up: 7.6%; B2AR arrestin: -0.1%; CXXC DNA block: 6.2%; p53 reactivation: 10.6%; TRPV1 agonist: 4.0; A-T KAP1 phos: -3.8%; PTAP TSG101 blk: -4.7%; Integrin act MD: -21.9%; ELG1 repair inh: inconclusive

How did Fc1ccccc1CSc1nc2ncc(Br)cc2[nH]1 do in these assays?
TCR activator: -1.4%; BRCA1 expr up: 11.2µM*; B2AR arrestin: 0.1%; CXXC DNA block: 0.8%; p53 reactivation: 15.6%; TRPV1 agonist: -0.2; A-T KAP1 phos: 1.4%; PTAP TSG101 blk: -1.2%; Integrin act MD: 1.0%; ELG1 repair inh: inconclusive

Results for CCNC(=O)CON=C1c2ccccc2-c2ccccc21 ?
TCR activator: -3.9%[46.1 µM]; BRCA1 expr up: 18.7%; B2AR arrestin: -0.4%; CXXC DNA block: -0.2%; p53 reactivation: -8.0%; TRPV1 agonist: 23.9; A-T KAP1 phos: -0.5%; PTAP TSG101 blk: 0.1%; Integrin act MD: -2.3%; ELG1 repair inh: 26.6%

What do the screens show for `COCCNc1nc(-c2cc(-c3ccc(Cl)cc3)on2)cc(C(C)C)n1`?
TCR activator: 5.0%; BRCA1 expr up: -16.7%; B2AR arrestin: -0.2%; CXXC DNA block: 2.9%; p53 reactivation: -3.8%; TRPV1 agonist: 2.1; A-T KAP1 phos: inconclusive; PTAP TSG101 blk: 0.3%; Integrin act MD: 5.9%; ELG1 repair inh: 3.6%

Results for CCOc1ccc(NC(=O)CN(C)CC(=O)NC2CCCc3ccccc32)cc1OCC (stereo unspecified) ?
TCR activator: -5.8%; BRCA1 expr up: -8.0%; B2AR arrestin: -0.1%; CXXC DNA block: -2.0%; p53 reactivation: -6.4%; TRPV1 agonist: 0.6; A-T KAP1 phos: 0.4%; PTAP TSG101 blk: -4.1%; Integrin act MD: 7.6%; ELG1 repair inh: inconclusive

What do the screens show for `C/C(=N\NC(=S)NCc1ccccc1)c1ccccc1`?
TCR activator: 0.6%[46.1 µM]; BRCA1 expr up: inconclusive; B2AR arrestin: 3.3%; CXXC DNA block: 13.0%; p53 reactivation: inconclusive; TRPV1 agonist: 10.5; A-T KAP1 phos: 10.1%; PTAP TSG101 blk: -2.5%; Integrin act MD: -17.6%; ELG1 repair inh: inconclusive

How did COc1ccc(/C=N/c2oc(-c3ccccc3)cc2C#N)cc1OC do in these assays?
TCR activator: 6.2%; BRCA1 expr up: 40.2%; B2AR arrestin: 0.1%; CXXC DNA block: -1.5%; p53 reactivation: 4.9%; TRPV1 agonist: -2.1; A-T KAP1 phos: -0.2%; PTAP TSG101 blk: -13.7%; Integrin act MD: 23.6%; ELG1 repair inh: inconclusive

What do the screens show for `CC(C)(C)n1nnnc1C(c1ccc(C(F)(F)F)cc1)N(Cc1ccc(F)cc1)Cc1ccco1` (stereo unspecified)?
TCR activator: -0.4%[46.1 µM]; BRCA1 expr up: -44.2%; B2AR arrestin: -1.1%; CXXC DNA block: -0.4%; p53 reactivation: 4.7%; TRPV1 agonist: 12.5; A-T KAP1 phos: -3.1%; PTAP TSG101 blk: -0.4%; Integrin act MD: -9.1%; ELG1 repair inh: -4.5%

Results for COc1ccccc1CN1CCNC(=O)C1CC(=O)NCCc1cnccn1 (stereo unspecified) ?
TCR activator: -8.9%; BRCA1 expr up: 17.4%; B2AR arrestin: 0.3%; CXXC DNA block: -0.3%; p53 reactivation: -1.3%; TRPV1 agonist: 4.3; A-T KAP1 phos: 3.6%; PTAP TSG101 blk: -0.8%; Integrin act MD: 5.5%; ELG1 repair inh: 7.2%

Results for O=C(N/N=C1/CCS(=O)(=O)c2ccc(F)cc21)c1cccnc1 ?
TCR activator: -2.0%; BRCA1 expr up: -10.4%; B2AR arrestin: -0.2%; CXXC DNA block: 7.5%; p53 reactivation: -1.0%; TRPV1 agonist: -0.9; A-T KAP1 phos: -4.5%; PTAP TSG101 blk: -0.2%; Integrin act MD: 1.5%; ELG1 repair inh: -12.1%

What do the screens show for `CC[C@H](C)[C@@H]1NC(=O)c2cc([N+](=O)[O-])cc(F)c2OCC[C@@H](C(N)=O)NC(=O)[C@H](CCCCN)NC1=O`?
TCR activator: 5.5%; BRCA1 expr up: 14.3%; B2AR arrestin: -1.5%; CXXC DNA block: 13.8%; p53 reactivation: 2.8%; TRPV1 agonist: -1.2; A-T KAP1 phos: -4.3%; PTAP TSG101 blk: -0.6%; Integrin act MD: 34.4%; ELG1 repair inh: 5.8%

Results for Cn1ccsc1=NC(=O)c1cc(S(=O)(=O)N2CCOCC2)ccc1F ?
TCR activator: -3.0%; BRCA1 expr up: -1.2%; B2AR arrestin: 0.0%; p53 reactivation: 3.6%; TRPV1 agonist: -1.6; A-T KAP1 phos: -4.4%; PTAP TSG101 blk: 0.4%; Integrin act MD: -6.9%; ELG1 repair inh: 21.2%

Compound activity: PubChem, National Center for Advancing Translational Sciences (NCATS)
